MsrA act: activators of bovine methionine sulfoxide reductase A; purified bovine MsrA, absorbance read-out; activation, % at 10.6 µM; actives 0.3% (n = 360,000); AID 602163; in the data active means activation above about 7.5%;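 further: 0% = vehicle and 100% = reference activator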
MsrA inhibitor: inhibitors of bovine MsrA | actives 0.75% (n = 360,000) | inhibition, % at 15.5 µM | purified bovine MsrA, absorbance read-out | AID 651718; in the data active means inhibition above about 4.5%;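 further: 0% = vehicle wells with enzyme and 100% = reference inhibitor wells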
FAS TE block: blocks the thioesterase domain of human fatty acid synthase | P49327 | recombinant FAS-TE, OMFH fluorogenic substrate, fluorescence endpoint | inhibition, % at 15 µM | actives 0.67% (n = 360,000) | AID 602261;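 active means compounds whose normalised, plate-corrected inhibition of enzyme fluorescence in the single-dose primary screen is 50% or more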;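 further: 0% = DMSO with enzyme and 100% = substrate without enzyme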
SKN-1 inh: C. elegans SKN-1 inhibition; C. elegans VP596 Pgst-4::GFP/RFP ratio, acrylamide-induced, 24 h; inhibition, % at 21.8 µM; actives 0.49% (n = 360,000); AID 624304;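 active means interference check ratio from 0.5 to 1.5 plus GFP to RFP signal ratio inhibition reaching or exceeding a fixed threshold, cut at about 30% in these data, passing the limit was not always enough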; further: some compounds called inactive have numbers as strong as hits
E coli Lon inh: inhibitors of E. coli Lon protease. purified E. coli Lon protease, fluorescence polarization. AID 602123. inhibition, % at 7.94 µM. P0A9M0. actives 0.42% (n = 360,000); in the data active means inhibition above about 13%, passing the limit was not always enough;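 further: 0% = enzyme with probe and DMSO and 100% = no enzyme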
MT1-MMP act inh: MT1-MMP (human) activation inhibition | HT1080 RFP-PRO-GFP cells, GFP/RFP ratio fluorescence, overnight; percent of plate control window, DMSO zero | GFP/RFP ratio change, % at 20 µM | actives 0.061% (n = 360,000) | P50281;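 active means GFP/RFP ratio change of at least 30% with cell ATP level not reduced by more than half and red fluorescence within 50% of control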; further: strong numbers were not always called active
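Assay system: HT1080 cells carrying an RFP-PRO-GFP reporter | Dosing: Single dose of 20 µM compound, 1% DMSO final | Incubation: Cells overnight before dosing, compound overnight, 37 °C, 5% CO2 | Evaluation: GFP/RFP fluorescence ratio | Control set: DMSO and RFP-L50D-GFP cell wells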
MLLE-PAM2 inh: blocks PAM2 peptide binding to the PABP1 MLLE domain | P11940 | GST-MLLE / FITC-PAM2 fluorescence polarization | inhibition, % at 20 µM | actives 0.36% (n = 360,000); in the data active means inhibition above about 35%, passing the limit was not always enough;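 further: plate controls were DMSO wells with GST-MLLE for no effect and wells lacking GST-MLLE protein for full effect; some results filed as inactive read as strong as hits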
Target sequence (P11940 whole entry, looked up, the tested form may be a part): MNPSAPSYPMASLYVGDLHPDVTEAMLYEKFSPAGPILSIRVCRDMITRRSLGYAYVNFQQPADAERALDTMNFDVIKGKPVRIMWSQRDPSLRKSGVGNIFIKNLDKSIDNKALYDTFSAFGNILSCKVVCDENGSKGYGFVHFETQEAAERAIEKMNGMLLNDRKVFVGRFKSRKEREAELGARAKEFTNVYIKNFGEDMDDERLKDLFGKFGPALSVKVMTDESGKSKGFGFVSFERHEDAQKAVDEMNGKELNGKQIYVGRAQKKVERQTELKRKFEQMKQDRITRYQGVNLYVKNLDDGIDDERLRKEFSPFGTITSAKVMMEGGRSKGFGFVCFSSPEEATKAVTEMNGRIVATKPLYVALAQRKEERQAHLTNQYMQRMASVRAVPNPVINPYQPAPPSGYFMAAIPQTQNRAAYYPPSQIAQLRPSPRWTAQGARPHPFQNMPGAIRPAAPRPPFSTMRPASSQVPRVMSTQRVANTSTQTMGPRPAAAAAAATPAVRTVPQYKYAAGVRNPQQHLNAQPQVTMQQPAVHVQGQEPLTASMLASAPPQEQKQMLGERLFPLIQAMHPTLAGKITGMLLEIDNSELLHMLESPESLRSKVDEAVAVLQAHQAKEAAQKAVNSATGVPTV
CendR NRP1 mod: NRP-1/CendR interaction modulation. AID 602438. O14786. actives 0.85% (n = 360,000). inhibition, % at 25 µM. FAM-RPARPAR peptide binding to NRP-1, fluorescence polarization;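 active means inhibition or corrected inhibition above about 18%, plus a signal ratio from 0.5 to 1.5, limit read from the data, passing the limit was not always enough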; further: strong numbers were not always called active
Tb MetRS inh: blocks T. brucei methionyl-tRNA synthetase activity. purified T. brucei MetRS, ATP depletion, Kinase-Glo luminescence. inhibition, % at 11.9 µM. actives 0.4% (n = 360,000). AID 624268;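 active means inhibition above a per-plate cutoff of the control wells' mean inhibition plus 3 SD, cut at about 5.5% in these data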;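 further: 0% = DMSO wells median and 100% = median of wells with control inhibitor compound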
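Material – parasite MetRS enzyme · Medium – HEPES-MgCl2-KCl buffer plus DTT, spermine, BSA, pyrophosphatase · Reagent – ATP, methionine and E. coli bulk tRNA substrates · Times – 15 min enzyme-compound preincubation, 2 h reaction, 10 min detection, 25 °C · Measured by – luminescence of leftover ATP · Evaluation – percent inhibition relative to median high and low control wells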
* hit, by the source's call; . = not tested or not shown.

SMILES	MsrA act	MsrA inhibitor	FAS TE block	SKN-1 inh	E coli Lon inh	MT1-MMP act inh	MLLE-PAM2 inh	CendR NRP1 mod	Tb MetRS inh
C[C@@H]1c2ccccc2N2C[C@H](Cc3ccc(C(=O)c4ccccc4)cc3)C[C@@H]12	-3	-1.0	20	6	-9	-2	-3	-6	0.6
CCC(=O)N(CC)C1=C(O)c2ccccc2C(=O)C1=O	2	-0.4	41	1	-10	-17	24	10	0.1
CCCCN(C(=O)CC1OC(=O)c2ccccc21)c1c(N)n(CCCC)c(=O)[nH]c1=O (stereo not given)	6	-0.4	-2	-11	-5	0	-19	-2	-0.2
COc1cccc(N(CC(=O)NC(C)(C)C)C(=O)C2CSC(=O)C2)c1 (stereo not given)	-2	-1.6	-2	4	4	2	1	-1	-1.1
Cc1ccc(C)c(NC(=O)CN(C)C(=O)[C@@H](NC(=O)c2ccc(C(C)(C)C)cc2)C(C)C)c1	-3	-0.3	7	17	-6	-22	-1	-6	0.1
CC1CCc2c(C(=O)N3CCN(S(=O)(=O)c4cccs4)CC3)csc2C1 (stereo not given)	3	0.1	20	7	6	-8	2	-1	0.3
Cc1nn(-c2ccc(F)cc2F)c2c1-c1nc(N3CCCC3)ncc1CC2	-2	0.5	5	4	16*	5	9	-27	-0.2
Cc1cc(C(=O)CN2C(=O)c3ccccc3S2(=O)=O)c(C)n1CC1CCCO1 (stereo not given)	-1	0.8	-5	-12	-2	6	0	-8	-0.6
CC(=O)c1cccc(NC(=O)c2cc(C(C)C)on2)c1	-2	0.6	-2	-6	-8	6	10	2	0.0
Cn1c(=O)c2c(nc(N3CCN(c4ccc([N+](=O)[O-])cc4)CC3)n2C)n(C)c1=O	-3	2.8	20	-4	-4	1	2	5	-0.1
COc1cccc(CNC(=O)c2ccc(C(=O)NCc3cccc(OC)c3)cc2)c1	-3	2.0	2	-12	-1	0	11	15	-0.1
CC(C)CNS(=O)(=O)c1cc2c3c(c1)CCC(=O)N3CCC2	-7	-1.1	-10	-2	-3	2	-6	8	-0.8
N#CC(=C1C=CC(=NO)C(Cl)=C1)c1ccccc1	-5	1.4	-146	4	4	5	12	20	0.0
Cc1cc(C(F)F)nn1CC(=O)NCc1ccco1	-5	-0.1	-6	-5	-10	4	28	-9	0.3
Cc1oc(C(=O)O)cc1COc1cccc2ccccc12	-3	-1.7	-3	-3	7	-1	3	13	-0.5
NC(=O)c1sc2nc3c(c(-c4cccs4)c2c1N)CCCCC3	-5	-0.4	-1	-9	-10	-20	0	8	-0.9
Cn1ncc(Cl)c1C(=O)Nc1ccc(Cl)cn1	-1	-0.6	-7	24	-2	-3	-3	14	-0.3
O=C1CCCCN1CCC(=O)N1CCCC(Nc2ccccc2)C1 (stereo not given)	-4	0.2	-7	17	-7	1	5	-6	-0.5
COc1ccc(NC(=O)c2cc(C)cc(C)c2)cc1[N+](=O)[O-]	-10	-1.3	25	-7	3	3	9	-14	-0.8
Cc1nc2ccccc2c(=O)n1NC(=O)c1ccc(Cl)c([N+](=O)[O-])c1	-3	0.1	-3	24	-1	-3	-6	6	-0.6
CCOC(=O)c1ccccc1NC(=O)c1cn(-c2ccc(C)c(C)c2)c(=O)c2ccccc12	-4	-0.6	31	-15	-3	-9	8	-10	-0.3
Cc1ccc(-n2nc3c(=O)n(CCCC(=O)NC4CCC(C)CC4)nc(C)c3c2C)cc1 (stereo not given)	0	-0.3	-8	-1	-6	7	-5	0	-0.3
CN(C)CCNC(=S)Nc1ccc(Br)cc1	4	0.5	-7	8	-4	3	-3	2	0.0
CN(C)CCCN(Cc1ccccc1)C(=S)NCc1ccccc1	-3	0.6	-2	-5	-3	-1	-114	10	0.1
Cn1c(=O)c(-c2ccccc2)nn2c3ccccc3nc12	-4	-0.3	-1	-2	-3	-7	-1	-6	-0.4
CSc1ccccc1NC(=O)C1CC(c2c(F)cccc2Cl)=NO1 (stereo not given)	-1	-1.0	17	-5	3	2	22	-2	-0.6
CN(C)S(=O)(=O)c1cccc(C(=O)C2=C3SC=C(c4ccccc4)N3CC2)c1	-2	0.9	-40	7	-15	-12	-22	-18	0.5
CC(NC(=O)c1ccc(C#N)cc1)C1CC2CCC1C2 (stereo not given)	-2	0.1	1	-1	-1	4	3	1	0.5
c1ccc(SCCOCCN2CCc3ccccc3C2)cc1	-4	1.7	-3	-9	11	0	12	12	-0.5
CCN(CC(=O)N1CCOCC1)S(=O)(=O)c1ccc(F)cc1	-3	-1.2	-1	4	0	-8	9	21	-0.9

Some of the entries so far, as a markdown table:
| SMILES | MsrA act | MsrA inhibitor | FAS TE block | SKN-1 inh | E coli Lon inh | MT1-MMP act inh | MLLE-PAM2 inh | CendR NRP1 mod | Tb MetRS inh |
| --- | --- | --- | --- | --- | --- | --- | --- | --- | --- |
| Cn1c(=O)c(-c2ccccc2)nn2c3ccccc3nc12 | -4 | -0.3 | -1 | -2 | -3 | -7 | -1 | -6 | -0.4 |
| CSc1ccccc1NC(=O)C1CC(c2c(F)cccc2Cl)=NO1 (stereo not given) | -1 | -1.0 | 17 | -5 | 3 | 2 | 22 | -2 | -0.6 |
| CN(C)S(=O)(=O)c1cccc(C(=O)C2=C3SC=C(c4ccccc4)N3CC2)c1 | -2 | 0.9 | -40 | 7 | -15 | -12 | -22 | -18 | 0.5 |

The results go on:
SMILES	MsrA act	MsrA inhibitor	FAS TE block	SKN-1 inh	E coli Lon inh	MT1-MMP act inh	MLLE-PAM2 inh	CendR NRP1 mod	Tb MetRS inh
CC(=O)c1c(C)[nH]c(C(=O)CSc2nnc(-c3ccc(Cl)cc3)n2CC2CCCO2)c1C (stereo not given)	-7	0.6	-1	-7	-14	6	-79	-2	-1.2
Cc1cccc(C)c1NC(=O)C1c2ccccc2OCC(=O)N1CC(F)(F)F (stereo not given)	-3	-0.9	-10	4	-10	1	.	8	0.3
CCOC(=O)CNc1nc(Oc2ccc(=O)n(C)n2)nc(N(CC)CC)n1	-9	0.6	-5	19	-6	3	3	8	-0.8
CCOCCCNC(=O)C1CC(=O)N(CCc2ccc(C)cc2)C1 (stereo not given)	-3	-1.2	-5	-19	-1	0	3	4	-0.5
C=CCn1c(=O)c2ccccc2n2c(SCC(=O)c3ccccc3)nnc12	-3	-0.2	2	30	3	-1	-98	-4	-0.2
CCc1ccc(CNCc2cccs2)cc1	-1	-0.3	-6	2	0	1	5	0	-0.4
COc1cc(CC(=O)NNC(=O)c2cccs2)cc(OC)c1OC	0	-0.2	-9	22	-3	4	6	-8	1.2
O=C(CNC(=O)c1ccccc1)OCc1cccc([N+](=O)[O-])c1	-2	0.1	-7	-2	6	-1	1	-18	0.4
c1ccc(C2CC(c3cccs3)Nc3nnnn32)cc1 (stereo not given)	-2	-0.5	-1	1	3	-7	-3	-8	-0.7
CCn1c(=O)[nH]c(=O)c2c(N)c(C(=O)c3ccccc3OC)sc21	-7	2.6	-11	0	12	-5	3	-9	-0.6
O=C(CC1C[C@H](C(=O)N2CCOCC2)[C@@]2(CCC3CCCC3)c3[nH]c4ccccc4c3CCN2C1=O)NCc1cccc(C(F)(F)F)c1 (stereo not given in full)	-3	-0.6	61*	6	3	-21	10	-8	0.4
OCC[C@@H]1C[C@H](O)[C@@H](O)[C@@]2(CCc3ccccc3O2)O1	-3	-0.5	-11	8	-4	-2	6	9	-0.2
COC(=O)C(C)Sc1nc2c(c(-c3ccc(OC)cc3)c1C#N)-c1ccccc1C2=O (stereo not given)	-10	-0.7	10	-7	-2	-2	6	3	-1.2
Cc1c(N=C/C=C/c2ccccc2)cnn1C	4	-0.1	0	8	0	-3	6	-11	-0.7
COCCC(=O)Nc1ccc2c(c1)CN(C(=O)c1ccc(CSC)o1)CC2	-2	0.5	-6	-6	10	.	12	0	-0.7
CCCCC[C@H](C)N1C[C@H](COCc2ccccc2)Oc2cc(N3CCC[C@H]3CO)ccc2S1(=O)=O	1	0.6	31	-4	7	-17	.	7	0.5
O=C(CNC(=O)c1ccc(S(=O)(=O)N2CCCC2)cc1)N/N=C/c1ccccc1Cl	-11	0.3	-10	0	-10	-2	-2	4	0.1
CCOc1ccccc1C1CC(=O)Nc2cc3c(cc21)OCO3 (stereo not given)	-7	-0.3	5	-15	-11	6	4	7	-0.9
CC(=O)N1CCN(C(=S)c2ccc([N+](=O)[O-])cc2)CC1	-4	1.0	-10	21	-1	-1	20	18*	-0.6
CCCC(=O)N1CCN(c2ccc(NC(=O)c3ccccc3)cc2)CC1	-1	1.1	-1	9	-5	1	13	2	0.3

A portion taken from the entries so far, for reference:
SMILES	MsrA act	MsrA inhibitor	FAS TE block	SKN-1 inh	E coli Lon inh	MT1-MMP act inh	MLLE-PAM2 inh	CendR NRP1 mod	Tb MetRS inh
CCOc1ccccc1C1CC(=O)Nc2cc3c(cc21)OCO3 (stereo not given)	-7	-0.3	5	-15	-11	6	4	7	-0.9
CC(=O)N1CCN(C(=S)c2ccc([N+](=O)[O-])cc2)CC1	-4	1.0	-10	21	-1	-1	20	18*	-0.6
CCCC(=O)N1CCN(c2ccc(NC(=O)c3ccccc3)cc2)CC1	-1	1.1	-1	9	-5	1	13	2	0.3

Six entries from above, as comma-separated lines.
SMILES,MsrA act,MsrA inhibitor,FAS TE block,SKN-1 inh,E coli Lon inh,MT1-MMP act inh,MLLE-PAM2 inh,CendR NRP1 mod,Tb MetRS inh
O=C(CC1C[C@H](C(=O)N2CCOCC2)[C@@]2(CCC3CCCC3)c3[nH]c4ccccc4c3CCN2C1=O)NCc1cccc(C(F)(F)F)c1 (stereo not given in full),-3,-0.6,61*,6,3,-21,10,-8,0.4
OCC[C@@H]1C[C@H](O)[C@@H](O)[C@@]2(CCc3ccccc3O2)O1,-3,-0.5,-11,8,-4,-2,6,9,-0.2
COC(=O)C(C)Sc1nc2c(c(-c3ccc(OC)cc3)c1C#N)-c1ccccc1C2=O (stereo not given),-10,-0.7,10,-7,-2,-2,6,3,-1.2
Cc1c(N=C/C=C/c2ccccc2)cnn1C,4,-0.1,0,8,0,-3,6,-11,-0.7
COCCC(=O)Nc1ccc2c(c1)CN(C(=O)c1ccc(CSC)o1)CC2,-2,0.5,-6,-6,10,.,12,0,-0.7
CCCCC[C@H](C)N1C[C@H](COCc2ccccc2)Oc2cc(N3CCC[C@H]3CO)ccc2S1(=O)=O,1,0.6,31,-4,7,-17,.,7,0.5

Other results
SMILES	MsrA act	MsrA inhibitor	FAS TE block	SKN-1 inh	E coli Lon inh	MT1-MMP act inh	MLLE-PAM2 inh	CendR NRP1 mod	Tb MetRS inh
NS(=O)(=O)c1cc(C(=O)OCC(=O)N2CCc3ccccc3C2)ccc1Cl	-9	0.4	-5	4	-6	4	12	-3	-0.5
COC(=S)N/C(=N\S(=O)(=O)c1ccc(Cl)cc1)c1ccccc1	-3	0.0	0	12	3	0	19	3	-0.6
O=S(=O)(NCCC1=CCCCC1)c1ccc(F)cc1	-2	-0.1	12	20	9	3	0	3	-0.2
COc1ccc(NC(=O)CN(C)C(=O)c2cc(-c3ccc(OC)cc3)nc3ccccc23)cc1	-8	0.6	11	4	-5	4	10	-16	-0.2
c1ccc(CN2CCN(C3=Nc4cccc5cccc3c45)CC2)cc1	-12	0.1	-12	-20	1	-5	-22	-31	-1.6

Screening data: PubChem BioAssay, several laboratories
